# Screens as filed in PubChem.
# hIAP inh: human IAP inhibitors, primary screen, biochemical, luminescence, uHTS; purified IAP, CDP-Star luminescence, 30 min; Intestinal-type alkaline phosphatase (Homo sapiens), P09923; 330,000 tested, 0.12% active; inhibition, % at 10 µM;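 active = inhibition reaching a set limit with compound at 10 µM in the primary screen, cut at about 35% in these data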;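 also: plate controls were DMSO wells with enzyme for no effect and no-enzyme buffer wells for full effect; values of inactives mirror those of a sister screen read the other way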
# Target sequence (P09923 whole entry, looked up): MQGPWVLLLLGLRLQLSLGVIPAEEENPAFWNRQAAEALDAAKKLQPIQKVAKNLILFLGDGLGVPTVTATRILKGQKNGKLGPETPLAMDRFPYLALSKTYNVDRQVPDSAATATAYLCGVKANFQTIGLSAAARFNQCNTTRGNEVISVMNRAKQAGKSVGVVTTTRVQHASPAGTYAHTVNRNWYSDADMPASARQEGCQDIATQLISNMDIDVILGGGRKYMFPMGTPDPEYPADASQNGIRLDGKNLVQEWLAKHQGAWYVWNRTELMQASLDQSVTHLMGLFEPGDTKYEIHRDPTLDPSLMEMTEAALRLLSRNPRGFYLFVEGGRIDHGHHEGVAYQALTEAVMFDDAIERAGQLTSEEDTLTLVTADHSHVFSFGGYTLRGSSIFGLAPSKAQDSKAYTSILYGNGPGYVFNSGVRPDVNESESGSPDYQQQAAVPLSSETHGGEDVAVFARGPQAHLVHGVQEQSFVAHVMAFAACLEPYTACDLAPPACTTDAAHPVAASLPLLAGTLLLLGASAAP
# mIAP block: inhibitors of mouse IAP, primary screen, biochemical, luminescence, uHTS; 330,000 tested, 0.2% active; AID 2806, 2010; purified mouse IAP, CDP-Star luminescence, 30 min; inhibition, % at 10 µM; intestinal alkaline phosphatase [Mus musculus];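 active = inhibition of at least 40% at 10 µM in the primary screen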;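 also: plate controls were DMSO with enzyme for no effect and no enzyme wells for full effect; values of inactives mirror those of a sister screen read the other way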
# PfGluPho inh: PfG6PD enzyme inhibitors, primary screen, biochemical, fluorescence intensity, uHTS; AID 504690, 2011; inhibition, % at 20 µM; 350,000 tested, 0.78% active; PfGluPho enzyme, NADPH resazurin-diaphorase fluorescence;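 active = inhibition reaching at least a set limit at 20 µM in the primary screen, cut at about 59% in these data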;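 also: 0% = DMSO wells with substrate and 100% = DMSO wells lacking glucose-6-phosphate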
# A3A deaminase: APOBEC3A ssDNA deaminase inhibitors, primary screen, selectivity assay for APOBEC3G inhibitor project, biochemical, FAM/TAMRA oligo cleavage fluorescence. 330,000 tested, 0.41% active. DNA dC->dU-editing enzyme APOBEC-3A (Homo sapiens), P31941. recombinant A3A, FAM/TAMRA ssDNA deamination fluorescence. inhibition, % at 20 µM;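 active = at least 40% inhibition at 20 µM here, with at most 30% in a related deaminase screen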;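 also: plate controls were A3A with DMSO for no effect and wells lacking A3A enzyme for full effect; some results filed as inactive read as strong as hits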
# Target sequence (P31941 whole entry, looked up): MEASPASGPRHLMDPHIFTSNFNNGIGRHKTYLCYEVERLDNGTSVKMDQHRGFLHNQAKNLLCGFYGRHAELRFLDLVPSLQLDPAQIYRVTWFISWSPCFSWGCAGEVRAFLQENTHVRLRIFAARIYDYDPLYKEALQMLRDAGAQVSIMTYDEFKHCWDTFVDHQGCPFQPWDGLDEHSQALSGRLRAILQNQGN
# ATG4B inhibitor: ATG4B protease inhibitors, primary screen, biochemical, fluorescence, uHTS; inhibition, % at 8.33 µM; Cysteine protease ATG4B (Homo sapiens), Q9Y4P1; 340,000 tested, 0.51% active; ATG4B cleavage of LC3-PLA2, NBD-HPC fluorescence, 1 h; in the data active = inhibition above about 40%
# Target sequence (Q9Y4P1 whole entry, looked up): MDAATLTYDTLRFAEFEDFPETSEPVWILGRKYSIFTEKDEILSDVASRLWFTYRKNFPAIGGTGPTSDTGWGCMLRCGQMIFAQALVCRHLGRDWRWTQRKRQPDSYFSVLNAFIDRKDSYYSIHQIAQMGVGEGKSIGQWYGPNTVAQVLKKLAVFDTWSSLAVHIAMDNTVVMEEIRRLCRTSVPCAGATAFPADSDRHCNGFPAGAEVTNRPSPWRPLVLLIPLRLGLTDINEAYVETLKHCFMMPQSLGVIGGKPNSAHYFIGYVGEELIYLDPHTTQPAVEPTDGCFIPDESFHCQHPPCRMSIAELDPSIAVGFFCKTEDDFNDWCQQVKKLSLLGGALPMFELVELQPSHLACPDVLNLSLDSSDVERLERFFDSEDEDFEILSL
# mIAP act: activators of mouse IAP, primary screen, biochemical, luminescence, uHTS; intestinal alkaline phosphatase [Mus musculus]; muIAP, CDP-Star luminescence, 30 min; stronger effect = higher value; 1 = vehicle-only enzyme signal, 0 = enzyme-free wells; activation factor at 10 µM; 330,000 tested, 0.24% active;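 active = activation factor of at least 2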; also: the source names both 10 and 20 µM as test concentration; values of inactives mirror those of a sister screen read the other way
#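 Assay system: mouse IAP enzyme; reagent: chemiluminescent substrate CDP-Star; dosing: test compounds delivered from DMSO solution; schedule: 30 min at room temperature; measured by: luminescence from enzymatic CDP-Star hydrolysis; controls: DMSO-only wells and no-enzyme negative control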
# HKDC1 inh: HKDC1 hexokinase inhibitors, primary screen, biochemical, fluorescence, uHTS; recombinant HKDC1, G6PDH/diaphorase resazurin coupled fluorescence; 340,000 tested, 0.16% active; AID 493160, 2011; inhibition, % at 20 µM; Q2TB90;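 active = inhibition above about 35% when tested at 20 µM, limit read from the data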;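 also: plate controls were DMSO wells with enzyme for no effect and DMSO wells lacking enzyme for full effect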
#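 test system = in-house recombinant HK5 (HKDC1) enzyme | amount = HKDC1 at 5 µg/mL | control set = DMSO-enzyme wells negative, buffer-substituted wells positive | compound = one dose of 20 µM, 1% DMSO | schedule = reaction time 90 min, room temperature, protected from light | technique = resorufin fluorescence at 613 nm | reagent = glucose with 1 mM ATP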
# hIAP activ: human IAP activators, primary screen, biochemical, luminescence, uHTS; Intestinal-type alkaline phosphatase (Homo sapiens), P09923; purified human IAP, CDP-Star luminescence, 30 min; stronger effect = higher value; 1 = vehicle-only enzyme, 0 = enzyme-free background; activation factor at 10 µM; 330,000 tested, 0.16% active;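 active = activation factor of the enzyme at least 2-fold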; also: the source names both 10 and 20 µM as test concentration; values of inactives mirror those of a sister screen read the other way
# * marks the source's active call; other numbers are inactive results.
canonical_smiles,ATG4B inhibitor,HKDC1 inh,mIAP act,hIAP inh,PfGluPho inh,mIAP block,A3A deaminase,hIAP activ
CCOC(=O)N1CCN(S(=O)(=O)c2ccc(C)c(C(=O)NC3CCCCC3)c2)CC1,3,-10,0.99,-7,12,0,-5,1.1
CN(C)CCCC(C)(O)C(C)(C)c1ccccc1 (configuration not stated),-3,-6,0.97,20,-5,3,-3,0.8
Cc1ccc(NC(=O)c2ccco2)cc1C,-3,0,0.88,-16,17,12,4,1.2
O=C(NCCCN1CCOCC1)C(=O)N/N=C/c1ccccc1,-12,-8,1,9,-3,-3,0,0.91
COCCNC(=O)COC(=O)c1cc(-c2ccc(OC)cc2)nc2ccccc12,-13,3,1,-6,10,-1,-3,1.1
O=[N+]([O-])c1ccc(N2CCCCC2)s1,-5,-7,0.85,13,12,14,-2,0.87
CC(=O)N[C@H]1[C@H](OC2CCCCC2)O[C@H](COC(C)=O)[C@@H](OC(C)=O)[C@@H]1OC(C)=O,-5,-1,1,-2,2,-2,-2,1
CCN(CC)S(=O)(=O)c1ccc(OC(C)C)c(NC(=O)C2=COCCO2)c1,-6,0,1,13,4,-2,18,0.87
Cc1ccc(C(=O)O/N=C(\N)c2cccnc2)cc1[N+](=O)[O-],-9,-2,0.97,7,1,3,1,0.93
Cc1ccc(S(=O)(=O)N2CCCCC2)cc1NC(=O)[C@@H]1CCCN1C(=O)c1cccs1,-2,-1,1.1,-12,-10,-11,3,1.1

# Full records as entered above. Order of screens: ATG4B inhibitor	HKDC1 inh	mIAP act	hIAP inh	PfGluPho inh	mIAP block	A3A deaminase	hIAP activ
# CC(=O)N[C@H]1[C@H](OC2CCCCC2)O[C@H](COC(C)=O)[C@@H](OC(C)=O)[C@@H]1OC(C)=O in the list: -5	-1	1	-2	2	-2	-2	1
# O=[N+]([O-])c1ccc(N2CCCCC2)s1 in the list: -5	-7	0.85	13	12	14	-2	0.87
# Cc1ccc(C(=O)O/N=C(\N)c2cccnc2)cc1[N+](=O)[O-] in the list: -9	-2	0.97	7	1	3	1	0.93
# O=C(NCCCN1CCOCC1)C(=O)N/N=C/c1ccccc1 in the list: -12	-8	1	9	-3	-3	0	0.91

# Further results follow.
canonical_smiles,ATG4B inhibitor,HKDC1 inh,mIAP act,hIAP inh,PfGluPho inh,mIAP block,A3A deaminase,hIAP activ
COC(=O)c1ccc(COc2ccccc2/C=C(\C#N)C(=O)Nc2ccccc2C)cc1,2,1,1,-14,1,-4,1,1.1
O=C(NCc1cccs1)c1cc(-c2ccccc2)nn1CC1CC(c2cccc([N+](=O)[O-])c2)=NO1 (configuration not stated),2,-1,0.92,3,6,8,0,0.97
O=C(/C=C/c1ccccc1)N1CCN(c2cccc(Cl)n2)CC1,-8,0,0.94,4,6,6,-5,0.96
O=[N+]([O-])c1cccc(C2(O)COc3ccccc3O2)c1 (configuration not stated),6,-1,0.92,9,-9,8,-4,0.91
COc1nccnc1NS(=O)(=O)c1ccc(N=Cc2c(C)[nH]n(-c3ccccc3)c2=O)cc1,3,6,1.1,7,-29,-12,1,0.93
Cc1ccccc1NC(=O)CN1C(=O)NC2(CCCCCCC2)C1=O,0,4,0.98,11,-17,2,6,0.89
CCOc1cc(N2CCOCC2)c(OCC)cc1NC(=O)COC(=O)c1cccc2ccccc12,-10,-9,1,15,5,-1,-1,0.85
COc1ccc(C(C)=O)cc1CSc1ccc(S(=O)(=O)N2CCOCC2)cn1,-18,0,1,10,-3,-2,-3,0.9
COc1cccc2c1OC[C@@H](CO)[C@H]2N(C)C(=O)Nc1ccc(Cl)cc1,-1,-13,1,7,-8,-1,1,0.93
COc1ccccc1NCc1ccc([N+](=O)[O-])s1,33,-8,1,7,15,0,1,0.93

# The list continues.
canonical_smiles,ATG4B inhibitor,HKDC1 inh,mIAP act,hIAP inh,PfGluPho inh,mIAP block,A3A deaminase,hIAP activ
CCCC1c2ccc(C)n2CCN1C(=O)Nc1ccc(F)cc1 (configuration not stated),0,0,0.97,11,-7,3,-2,0.89
COc1ccc(CNC(=O)C/C(C)=N/NC(=O)COc2ccccc2)cc1,-16,-8,0.98,3,4,2,-1,0.97
COC(=O)C1=C[C@@H](C(=O)OC)[C@@H]2C3=C(C(=O)[C@@]2(C)NC(=O)c2ccccc2)[C@H](C)C(C(=O)OC)=C(C(=O)OC)[C@@H]3C1,-1,-5,1,8,13,-4,-4,0.92
COC(CN1CCc2c(C)nc3c(C#N)cnn3c21)OC,-35,-5,1.1,-4,0,-7,1,1
Cc1ccc(-n2ccnc2SCC(=O)c2c(N)n(C3CC3)c(=O)[nH]c2=O)cc1C,-7,-2,0.99,3,-1,1,-4,0.97
Cc1ccc(-c2nnc(Nc3ccc(C(=O)N(C)C)cc3)c3ccccc23)cc1S(=O)(=O)NCC1CCCO1 (configuration not stated),-1,17,1.1,12,2,-9,-1,0.88
COC(=O)c1ccc(CS(=O)(=O)c2ccc(C)cc2)cc1,-9,-5,1,3,10,0,1,0.97
CCC(=O)Nc1nc(-c2cc([N+](=O)[O-])cs2)cs1,-2,-3,0.96,7,-4,4,2,0.93
Cn1c(SCC(=O)Nc2ccc(C(N)=O)cc2)nc2c(c1=O)SCC2,1,3,0.9,16,2,10,-2,0.84
Cc1cc(O)c(C2(C(F)(F)F)NCCNC2=O)cc1C (configuration not stated),-4,-10,1,-6,1,-5,-1,1.1

# Following part
canonical_smiles,ATG4B inhibitor,HKDC1 inh,mIAP act,hIAP inh,PfGluPho inh,mIAP block,A3A deaminase,hIAP activ
CCC(=O)N(CCc1ccccc1)Cc1cc2cccc(C)c2[nH]c1=O,0,-2,1,5,-6,-1,-4,0.95
CN1CCc2c1nc1ccccc1c2N=C1CCCN1Cc1ccccc1,-18,6,0.97,-7,-4,3,0,1.1
CC(C)c1ccc(S(=O)(=O)N2CCN(C(=O)CN3C(=O)c4ccccc4C3=O)CC2)cc1,5,-8,0.92,1,-1,8,20,0.99
NNC(=O)c1ccccc1-n1cccc1,3,-4,1,-35,-7,-1,-2,1.3
CC(=O)Nc1ccc(NC(=O)c2c(C)nn(Cc3ccccc3)c2Cl)cc1,-14,-6,0.99,11,0,0,0,0.89
COC(=O)c1ccc(CSc2nnc(N)s2)cc1,-8,-5,1,-10,0,-4,1,1.1
COc1cc(C(=O)NC(C)c2ccccc2)ccc1OCC(=O)N1CCOCC1 (configuration not stated),-8,-2,1.1,-14,-2,-8,-3,1.1
CCOC(=O)c1ccc(NC(=O)CSc2nc(N3CCOCC3)nc(N3CCOCC3)n2)cc1,-3,-7,1,8,0,-3,-1,0.92
O=C(NCc1n[nH]c(=S)n1-c1ccccc1Cl)c1ccc(S(=O)(=O)N2CCCCC2)cc1,3,-2,1.1,-4,32,-9,1,1
FC(F)(F)c1nc(NCc2cccnc2)c2ccccc2n1,25,-2,1,-26,-10,-2,1,1.3

# (continued)
canonical_smiles,ATG4B inhibitor,HKDC1 inh,mIAP act,hIAP inh,PfGluPho inh,mIAP block,A3A deaminase,hIAP activ
Cc1cccc(NC(=O)c2cc(S(=O)(=O)N3CCOCC3)cn2C)c1C,-11,-4,1,14,-7,-2,-2,0.86
COc1ccccc1CN1C[C@@H]2C[C@@H](c3ccccc3C)N3CCC[C@@]23C1=O,15,-9,1,-38,-11,0,0,1.4
COc1ccccc1CNC(=O)Cc1cc(=O)[nH]c(=O)[nH]1,0,6,1.1,-2,-21,-6,-1,1
Cc1ccccc1OCC(=O)Nc1ccc(N2CCOCC2)cc1N1CCOCC1,5,1,1.1,24,10,-5,-6,0.76
Cc1cc2oc(=O)cc(CN3CCCCC3)c2cc1C(C)C,-4,7,0.96,3,-25,4,-1,0.97
Cc1ccc(-c2c[n+](CC(=O)Nc3nc(-c4ccccc4)cs3)c3n2CCC3)cc1,-8,2,1,5,-2,-4,3,0.95
Cc1cc(C)c(OCCNCc2ccccc2)c(C)c1,-2,-2,0.94,11,14,6,-5,0.89
CC(=O)N1C(=O)N(C)C2C1N(C(C)=O)C(=O)N2C (configuration not stated),-2,-6,1.1,15,-12,-5,-4,0.85
Cc1c(Br)c([N+](=O)[O-])nn1CC(=O)NCc1ccco1,-4,-9,1.2,-11,5,-16,2,1.1
O=C(O)C(c1ccccc1)N1C(=O)/C(=C/c2cccs2)SC1=S (configuration not stated),12,1,0.78,4,-20,22,2,0.96

# More structures follow:
canonical_smiles,ATG4B inhibitor,HKDC1 inh,mIAP act,hIAP inh,PfGluPho inh,mIAP block,A3A deaminase,hIAP activ
O=C(O)c1cccc(N2C(=O)C3CC=C(Cl)CC3C2=O)c1 (configuration not stated),3,-1,1.1,-9,8,-9,13,1.1
CCS(=O)(=O)N1CCN=C1SCc1ccccc1,-6,-4,1,18,6,0,-6,0.82
CCOc1ccc(C(C(=O)NCC2CCCO2)N(C(=O)c2snc(C(N)=O)c2N)c2cccc(F)c2)cc1 (configuration not stated),-1,-2,1.1,13,2,-15,1,0.87
O=C(CN1CCOCC1)NCc1cc([N+](=O)[O-])ccc1O,3,-1,1.1,22,-21,-11,-11,0.78
CC1(C)CC(=O)C(CC2=C(O)CC(C)(C)CC2=O)=C(O)C1,2,-9,0.92,23,-2,8,-1,0.77
COCCn1c(C2CCCCC2)nc2sc3ccccc3c(=O)c2c1=O,-1,6,1,-50,8,-1,-5,1.5
Cc1ccc(NC(=O)c2nc(C)n(-c3ccc([N+](=O)[O-])cc3)n2)cc1,-7,12,0.92,11,-5,8,-3,0.89
O=C(/C=C/c1cc([N+](=O)[O-])ccc1OC(F)F)Nc1ccc(OC(F)F)cc1,-8,-13,0.96,16,14,4,4,0.84
CC(=O)c1cc(C(=O)Nc2ccc(C(=O)O)cc2)oc1C,-8,0,1,-7,0,-2,-5,1.1
O=C(N1CCN(Cc2ccc3c(c2)OCO3)CC1)C(Cl)(Cl)Cl,-3,-3,1.1,3,13,-7,2,0.97

# (further entries)
canonical_smiles,ATG4B inhibitor,HKDC1 inh,mIAP act,hIAP inh,PfGluPho inh,mIAP block,A3A deaminase,hIAP activ
NC(=O)c1ccc(=O)n(Cc2ccc(F)c(F)c2)c1,3,-7,1.1,-3,-5,-7,0,1
O=C(CSc1nnc(-c2cccc(Br)c2)o1)N1CCNC1=O,4,-1,1.1,4,12,-7,3,0.96
S=C(Nc1ccc(Cl)cc1)c1sc(N2CCCCC2)nc1N1CCOCC1,-1,7,0.84,-10,16,16,0,1.1
Cc1ccc(C(=O)NCc2ccc3c(c2)OCO3)cc1C,1,-2,1,-3,3,-2,1,1
C[C@@]12C(=O)N(CCc3c[nH]c4ccccc34)CC(=O)N1[C@H]1c3ccccc3OC[C@@H]1[C@@H]2c1ccccc1,-18,1,0.91,5,17,9,-5,0.95
COc1ccc(NC(=S)N2CCC(C(O)(c3ccccc3)c3ccccc3)CC2)cc1,5,6,1.1,-7,-2,-7,1,1.1
CCn1c(=O)n(CC(=O)NC2CCCC(C)C2C)c(=O)c2ccccc21 (configuration not stated),-8,-4,1.1,-9,-1,-11,-3,1.1
COc1cccc(-n2ccnc2SCC(=O)Nc2cc(C)on2)c1,-20,-7,1.1,-13,6,-10,-5,1.1
O=C1OC(Nc2ncccn2)c2ccccc21 (configuration not stated),-2,-16,1.1,-9,-7,-12,-7,1.1
